# Compound activity: PubChem BioAssay, Vanderbilt High Throughput Screening Facility
# AMPAR-TARP mod – modulators of GluA2-stargazin AMPA receptor complexes, primary screen, cell-based, membrane potential dye; HEK293 GluA2+stargazin, membrane potential dye (FDSS), glutamate EC50; hits were called plate by plate, in both directions; hit rate 3.5% among 40,000; calls only at 30 µM;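 active = any of four per-well response measures lying three or more SD from its plate-wide compound average, in either direction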
# Target sequence (O88602 whole entry, looked up): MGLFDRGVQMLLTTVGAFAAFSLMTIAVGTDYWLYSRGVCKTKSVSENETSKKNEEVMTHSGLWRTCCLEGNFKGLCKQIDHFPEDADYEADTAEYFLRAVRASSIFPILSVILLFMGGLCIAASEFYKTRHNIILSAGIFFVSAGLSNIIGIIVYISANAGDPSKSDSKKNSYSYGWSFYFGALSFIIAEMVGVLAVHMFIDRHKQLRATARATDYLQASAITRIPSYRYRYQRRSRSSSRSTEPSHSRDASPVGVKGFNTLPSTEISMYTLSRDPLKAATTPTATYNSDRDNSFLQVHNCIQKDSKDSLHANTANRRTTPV
# Target sequence (P19491 whole entry, looked up): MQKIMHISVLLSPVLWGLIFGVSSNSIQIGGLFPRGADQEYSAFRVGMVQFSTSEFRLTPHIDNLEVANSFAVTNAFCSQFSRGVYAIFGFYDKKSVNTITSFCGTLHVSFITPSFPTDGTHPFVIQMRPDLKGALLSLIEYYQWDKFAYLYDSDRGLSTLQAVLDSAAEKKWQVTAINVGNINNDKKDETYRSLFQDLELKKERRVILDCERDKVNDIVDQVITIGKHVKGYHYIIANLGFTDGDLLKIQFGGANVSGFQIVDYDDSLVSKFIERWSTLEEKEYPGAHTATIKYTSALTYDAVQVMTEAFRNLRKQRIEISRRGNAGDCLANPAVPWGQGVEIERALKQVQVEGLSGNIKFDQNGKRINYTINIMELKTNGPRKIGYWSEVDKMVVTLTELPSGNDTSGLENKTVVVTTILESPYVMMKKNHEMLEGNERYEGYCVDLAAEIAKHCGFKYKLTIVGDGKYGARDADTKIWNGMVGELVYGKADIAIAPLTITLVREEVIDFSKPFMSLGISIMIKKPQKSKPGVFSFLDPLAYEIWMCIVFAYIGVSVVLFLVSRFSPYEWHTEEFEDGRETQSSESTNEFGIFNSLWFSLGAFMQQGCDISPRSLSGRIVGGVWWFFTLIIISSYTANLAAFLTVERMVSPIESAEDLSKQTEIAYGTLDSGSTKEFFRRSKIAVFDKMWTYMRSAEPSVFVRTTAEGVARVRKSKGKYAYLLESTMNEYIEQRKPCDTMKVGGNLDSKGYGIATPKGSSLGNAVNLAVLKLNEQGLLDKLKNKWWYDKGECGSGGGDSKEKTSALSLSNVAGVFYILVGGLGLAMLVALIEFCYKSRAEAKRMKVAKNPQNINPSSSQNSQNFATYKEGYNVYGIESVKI
# AMPAR-TARP mod agonism max-min – further read-out of AMPAR-TARP mod, marked with its call; compound max-min signal; compound-alone response (agonism);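 unitless range of fluorescence divided by baseline over first 100 seconds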
# AMPAR-TARP mod glutamate slope – recorded beside AMPAR-TARP mod, whose call it bears; glutamate slope, % of max; measured here: glutamate response slope, % max;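 scaled per plate between vehicle wells and maximal 1 mM glutamate control wells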
# Starred values were filed as active, the others as inactive; i = inactive; + = active, no number. An excerpt (hit frequency here may not be typical).
# Under each structure: AMPAR-TARP mod, AMPAR-TARP mod agonism max-min, AMPAR-TARP mod glutamate slope
CC(C)(C)OC(=O)COc1ccc2c(=O)c(-c3ccc(Cl)cc3)coc2c1
    i, 0.039, 54
CCc1ccc(OCCOCC(O)CN2CCN(Cc3ccccc3)CC2)cc1 (configuration not stated)
    i, 0.089, 49
CCS(=O)(=O)c1ccc(C(=O)Nc2sccc2-c2nc3ccccc3s2)cc1
    i, 0.085, 80
C#CCOC(=O)c1ccc(S(=O)(=O)N2CCCCC2)cc1
    i, 0.055, 53
CC(C)C(=O)Nc1ccc(S(=O)(=O)Nc2ccc3c(c2)N(C(=O)C2CC2)CC3)cc1
    i, 0.092, 59
O=S(=O)(c1ccc(Cl)cc1)N1CCN(Cc2nnnn2-c2ccc(F)cc2)CC1
    i, 0.084, 72
CCOCCn1c(=NC(=O)c2cc(C)no2)sc2cc(OC)c(OC)cc21
    +, 0.19*, 51*
COc1ccc(Nc2nnc(-c3ccc(NC(=O)C(=O)NCCCn4ccnc4)cc3)s2)cc1
    i, 0.089, 51
COc1ccc(OC)c(C(=O)Nc2nnc(-c3cc(C)nn3C)o2)c1
    i, 0.19, 58
COc1ccc(N2CCCS2(=O)=O)cc1NC(=O)Nc1cccs1
    i, 0.12, 56
Cc1nnc(NC(=O)Cc2csc(Nc3cccc(C(F)(F)F)c3)n2)s1
    i, 0.13, 60
COc1ccc(C(=O)Nc2nnc(-c3ccncc3)o2)cc1OC
    +, 0.2*, 44*
CCNC(=O)C1Cc2ccccc2N1C(=O)c1ccc(S(=O)(=O)N2CCCCC2)cc1 (configuration not stated)
    i, 0.045, 46
O=C(CCCn1nc(-c2ccco2)ccc1=O)Nc1nc2ccccc2s1
    i, 0.1, 55
Cc1nc2cc(NC(=O)Cc3c(C)[nH]c(=O)[nH]c3=O)ccc2s1
    i, 0.13, 85
CCOc1ccccc1NC(=O)Cc1cc(-c2cccs2)on1
    i, 0.045, 51
COc1ccc2sc(=NC(=O)C3CCCN(S(C)(=O)=O)C3)n(CCSC)c2c1 (configuration not stated)
    i, 0.056, 38
Cc1cccc(-n2nnc(C(=O)NCc3ccc(Cl)cc3)c2N)c1
    i, 0.097, 59
COc1ccc(OC)c(NC(=O)c2nnn(-c3ccccc3)c2C)c1
    i, 0.12, 54
CCCCN(C)C(=O)CSc1nnc2c(=O)n(Cc3ccc(F)cc3)ccn12
    i, 0.037, 53
Cc1ccc(S(=O)(=O)CCCC(=O)Nc2ccc([N+](=O)[O-])cc2)cc1
    i, 0.11, 49
O=C(Nc1cccc(O)c1)c1ccccc1Br
    i, 0.12, 63
CC(=O)Nc1cc2c(s1)CCCC2
    i, 0.052, 44
O=C(Nc1ccc(-c2ccc(N3CCCC3)nn2)cc1)Nc1cccs1
    i, 0.11, 46
COc1ccc(NCCN2N=C(c3ccccc3)Cn3c2nc2c3c(=O)n(C)c(=O)n2C)cc1
    i, 0.079, 40
O=C(Nc1cc(C(F)(F)F)ccc1Cl)c1ccc(=O)n(Cc2ccc(F)cc2)c1
    i, 0.08, 53
O=C(c1ccc2nc[nH]c2c1)N1CCN(Cc2nc(-c3ccc(Cl)cc3)cs2)CC1
    i, 0.13, 56
Cc1ccc(C(CNC(=O)COc2ccc3ccccc3c2)N(C)C)cc1 (configuration not stated)
    +, 0.089*, 57*
O=C(NCCC(O)c1ccco1)C(=O)NCc1cccs1 (configuration not stated)
    i, 0.11, 48
Cc1ccc(-n2ccnc2N2CCN(C(=O)c3ccc(C)c(C)c3)CC2)cc1
    +, 0.12*, 53*

# Arranged by molecular weight (smallest number first): some entries from above.
# Under each structure: AMPAR-TARP mod, AMPAR-TARP mod agonism max-min, AMPAR-TARP mod glutamate slope
CC(=O)Nc1cc2c(s1)CCCC2
    i, 0.052, 44
O=C(NCCC(O)c1ccco1)C(=O)NCc1cccs1 (configuration not stated)
    i, 0.11, 48
CCOc1ccccc1NC(=O)Cc1cc(-c2cccs2)on1
    i, 0.045, 51
Cc1nc2cc(NC(=O)Cc3c(C)[nH]c(=O)[nH]c3=O)ccc2s1
    i, 0.13, 85
Cc1cccc(-n2nnc(C(=O)NCc3ccc(Cl)cc3)c2N)c1
    i, 0.097, 59
Cc1ccc(S(=O)(=O)CCCC(=O)Nc2ccc([N+](=O)[O-])cc2)cc1
    i, 0.11, 49
O=C(Nc1ccc(-c2ccc(N3CCCC3)nn2)cc1)Nc1cccs1
    i, 0.11, 46
COc1ccc(N2CCCS2(=O)=O)cc1NC(=O)Nc1cccs1
    i, 0.12, 56
CCOCCn1c(=NC(=O)c2cc(C)no2)sc2cc(OC)c(OC)cc21
    +, 0.19*, 51*
O=C(Nc1cc(C(F)(F)F)ccc1Cl)c1ccc(=O)n(Cc2ccc(F)cc2)c1
    i, 0.08, 53
CC(C)C(=O)Nc1ccc(S(=O)(=O)Nc2ccc3c(c2)N(C(=O)C2CC2)CC3)cc1
    i, 0.092, 59
O=S(=O)(c1ccc(Cl)cc1)N1CCN(Cc2nnnn2-c2ccc(F)cc2)CC1
    i, 0.084, 72
O=C(c1ccc2nc[nH]c2c1)N1CCN(Cc2nc(-c3ccc(Cl)cc3)cs2)CC1
    i, 0.13, 56
CCNC(=O)C1Cc2ccccc2N1C(=O)c1ccc(S(=O)(=O)N2CCCCC2)cc1 (configuration not stated)
    i, 0.045, 46
COc1ccc2sc(=NC(=O)C3CCCN(S(C)(=O)=O)C3)n(CCSC)c2c1 (configuration not stated)
    i, 0.056, 38

# New compounds follow.
# Under each structure: AMPAR-TARP mod, AMPAR-TARP mod agonism max-min, AMPAR-TARP mod glutamate slope
COc1ccc(OC)c(S(=O)(=O)NC2(c3nc(-c4cccnc4)no3)CCCCC2)c1
    i, 0.078, 56
CCC(CO)NC(=O)C(=O)Nc1ccc(OC)cc1OC (configuration not stated)
    i, 0.087, 65
CN(Cc1ccccc1)S(=O)(=O)c1ccc(-c2nc(C#N)c(NCc3ccco3)o2)cc1
    i, 0.13, 61
CN(C1CCCC1)S(=O)(=O)c1ccc(C(=O)Nc2nc3cc4c(cc3s2)OCO4)cc1
    i, 0.058, 60
CCOc1ccc(-c2ccc(=O)n(CCNC(=O)Nc3cccc(Cl)c3)n2)cc1
    i, 0.093, 47
CC(C)c1nnc(C2CCN(C(=O)c3ccc4ncsc4c3)CC2)o1
    i, 0.1, 63
CS(=O)(=O)c1ccc(CC(=O)Nc2nc(-c3ccc(Cl)cc3Cl)cs2)cc1
    i, 0.099, 47

# Two compounds picked at random from those above:
# Under each structure: AMPAR-TARP mod, AMPAR-TARP mod agonism max-min, AMPAR-TARP mod glutamate slope
CN(Cc1ccccc1)S(=O)(=O)c1ccc(-c2nc(C#N)c(NCc3ccco3)o2)cc1
    i, 0.13, 61
CC(C)c1nnc(C2CCN(C(=O)c3ccc4ncsc4c3)CC2)o1
    i, 0.1, 63
